# JMJD2A Tudor = qHTS Assay for Inhibitors of JMJD2A-Tudor Domain; Potency, µM (top dose mostly 114 µM), inactives show at the top dose activity change, negative = inhibition, hits mostly inhibitors; AlphaScreen JMJD2A-Tudor / H3K4me3 peptide binding; 390,000 tested, 4.4% active; AID 504339, 2011; Lysine-specific demethylase 4A (Homo sapiens), O75164; also: % is scaled to controls: 0 for no effect and ±100 for the full control effect; nearly all actives have a fitted effect of over 50% in size
# BLM helicase inh = qHTS Assay for Inhibitors of Bloom's syndrome helicase (BLM); Potency, µM (series often up to 56.1 µM), for inactives: at the highest dose activity change, negative = inhibition, actives largely listed as inhibitors; recombinant BLM DNA unwinding, fluorescence dequenching; 350,000 tested, 0.2% active;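 also: plate controls were vehicle for no effect and no enzyme for full effect; nearly all actives have a fitted effect of over 35% in size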
# APEX1 inh = qHTS Assay for Inhibitors of the Human Apurinic/apyrimidinic Endonuclease 1 (APE1); Potency, µM (doses to about 65.8 µM), without a hit: top-dose activity change, negative = inhibition, most hits filed as inhibitors; AID 2517, 2012; DNA repair nuclease/redox regulator APEX1 (Homo sapiens), P27695; recombinant APE1, TAMRA/BHQ-2 abasic DNA cleavage fluorescence; 350,000 tested, 0.35% active;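 also: plate controls were vehicle for no effect and reference inhibitor for full effect; nearly all actives have a fitted effect of over 55% in size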
#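 Incision of a quenched TAMRA/BHQ-2 THF abasic-site duplex (50 nM) by 0.75 nM APE1, after 15 min compound preincubation, measured as fluorescence increase over three 60 s reads. Values normalized to buffer, DMSO and NSC13755 control wells.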
# BAZ2B block = qHTS Assay for Inhibitors of BAZ2B. AID 504333, 2011. Bromodomain adjacent to zinc finger domain protein 2B (Homo sapiens), Q9UIF8. Potency, µM (titrated, usually from 114 µM), inactives show at the highest dose activity change, negative = inhibition, most hits filed as inhibitors. AlphaScreen BAZ2B-H3K14Ac peptide displacement. 360,000 tested, 4.4% active; also: % is scaled to controls: 0 for no effect and ±100 for the full control effect; nearly all actives have a fitted effect of over 60% in size
#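 Multi-concentration screen (max 110 uM) measuring displacement of acetylated histone H3 peptide from BAZ2B by AlphaScreen, using 50 nM protein, 50 nM peptide and 10 ug/mL streptavidin donor plus Ni-chelate acceptor beads.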
# Pol eta inh = qHTS for Inhibitors of Polymerase Eta | DNA polymerase eta (Homo sapiens), Q9Y253 | recombinant Pol eta, fluorescent DNA replication assay | Potency, µM (top dose mostly 114 µM), without a hit: at the highest dose activity change, negative = inhibition, hits mostly inhibitors | 390,000 tested, 1.2% active; also: % is scaled to controls: 0 for no effect and ±100 for the full control effect
#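 Pol eta at 10 nM preincubated with compounds 15 min at room temperature; reaction started with fluorescent substrate (50 nM final) and read kinetically at 0 and 10 min.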
# POLB inh = qHTS Assay for Inhibitors of DNA Polymerase Beta | P06746 | Pol beta primer extension/strand displacement, fluorescence kinetic | Potency, µM (series often up to 114 µM), without a hit: at the highest dose activity change, negative = inhibition, hits mostly inhibitors | 340,000 tested, 1.3% active; also: % is scaled to controls: 0 for no effect and ±100 for the full control effect
#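 10 nM enzyme + cpd, 15 min RT; start with substrate 50 nM final; read 0 min and after 10 min RT. Corrected, normalized data; 4-parameter Hill curve fit.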
# Pol iota inh = qHTS for Inhibitors of Polymerase Iota. DNA polymerase iota (Homo sapiens), Q9UNA4. Pol iota fluorescent replication assay, 10 min. Potency, µM (highest dose often 115 µM), inactives show top-dose activity, negative = inhibition, hits mostly inhibitors. 390,000 tested, 1% active. AID 588590, 2011
# Target sequence (Q9UNA4 whole entry, looked up): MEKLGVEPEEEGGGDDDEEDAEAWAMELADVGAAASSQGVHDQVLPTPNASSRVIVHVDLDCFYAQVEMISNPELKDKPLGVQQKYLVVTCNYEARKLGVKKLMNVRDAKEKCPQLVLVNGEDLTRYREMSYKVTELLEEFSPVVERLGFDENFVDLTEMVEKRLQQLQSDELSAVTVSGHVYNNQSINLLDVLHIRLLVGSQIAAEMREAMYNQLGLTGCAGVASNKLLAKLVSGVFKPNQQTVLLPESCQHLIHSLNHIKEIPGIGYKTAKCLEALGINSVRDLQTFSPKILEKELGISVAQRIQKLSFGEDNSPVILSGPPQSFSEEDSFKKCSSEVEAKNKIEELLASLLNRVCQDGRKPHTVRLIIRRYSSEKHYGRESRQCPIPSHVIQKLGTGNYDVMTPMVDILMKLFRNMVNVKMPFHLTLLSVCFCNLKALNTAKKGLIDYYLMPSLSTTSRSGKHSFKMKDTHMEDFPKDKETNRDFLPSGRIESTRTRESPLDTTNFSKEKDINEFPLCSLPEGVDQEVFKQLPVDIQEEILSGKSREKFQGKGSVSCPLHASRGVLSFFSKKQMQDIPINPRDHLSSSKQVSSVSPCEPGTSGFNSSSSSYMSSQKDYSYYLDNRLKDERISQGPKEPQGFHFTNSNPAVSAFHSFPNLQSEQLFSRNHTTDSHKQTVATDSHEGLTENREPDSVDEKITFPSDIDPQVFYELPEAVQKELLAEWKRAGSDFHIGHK
#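 Pol iota at 10 nM preincubated 15 min with compounds at room temperature; reaction started with fluorescent substrate, 50 nM final. Fluorescence read kinetically at 0 and 10 min; buffer-only wells as negative control.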
# POLK inh = qHTS for Inhibitors of Polymerase Kappa | DNA polymerase kappa (Homo sapiens), Q9UBT6 | purified Pol kappa, fluorescent DNA synthesis assay, 10 min | Potency, µM (titrated, usually from 107 µM), for inactives: top-dose activity, negative = inhibition, most hits filed as inhibitors | 400,000 tested, 0.53% active | AID 588579, 2011; also: % is scaled to controls: 0 for no effect and ±100 for the full control effect
#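 Kinetic fluorescence screen: compound preincubated 15 min RT with 10 nM enzyme; 50 nM substrate (final) initiates; reads at 0/10 min.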
# G9a block = qHTS Assay for Inhibitors of Histone Lysine Methyltransferase G9a | Histone-lysine N-methyltransferase EHMT2 (Homo sapiens), Q96KQ7 | 350,000 tested, 8.8% active | Potency, µM (doses to about 102 µM), inactives show top-dose activity, negative = inhibition, usual class: inhibitors | G9a H3K9 monomethylation, AlphaScreen, 2 h; also: % is scaled to controls: 0 for no effect and ±100 for the full control effect; nearly all actives have a fitted effect of over 75% in size
# Target sequence (Q96KQ7 913-1193 limits assumed): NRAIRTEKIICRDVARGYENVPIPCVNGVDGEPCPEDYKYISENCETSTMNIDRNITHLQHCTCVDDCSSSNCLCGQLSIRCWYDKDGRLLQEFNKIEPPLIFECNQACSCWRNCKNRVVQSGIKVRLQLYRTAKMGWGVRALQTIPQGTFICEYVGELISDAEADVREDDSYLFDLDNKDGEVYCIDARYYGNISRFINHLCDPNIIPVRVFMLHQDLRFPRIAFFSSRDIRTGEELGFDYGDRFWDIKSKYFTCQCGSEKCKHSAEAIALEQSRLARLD
#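 Quantitative HTS format: methyltransferase activity on a biotin-tagged H3K9 peptide is measured by AlphaScreen, using a rabbit anti-monomethyl-H3K9 antibody with streptavidin donor and anti-IgG acceptor beads. Final levels are 20 nM enzyme, 500 nM peptide, 20 uM SAM; 2 h RT.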
# Numbers without * were called inactive; u = inconclusive; x = no result given; & = joins results of further samples; [ ] = another dose, or the depositor's remark. Calls follow the shape of the dose curve; as a rule, active = well fitted curve in the direction sought with a large enough effect; inconclusive = small, poorly fitted or top-dose-only effect, or another doubt; inactive = no such curve, though single readings can be large; an effect the other way counts as inactive or inconclusive. Potency is read from the fitted curve at half-maximal effect.
entry | Molecule | POLK inh | BAZ2B block | JMJD2A Tudor | Pol iota inh | APEX1 inh | POLB inh | G9a block | Pol eta inh | BLM helicase inh
1 | C[n+]1cccc(C(=O)O)c1 | -4% | x | -25% | -22% | x | x | x | -8% | x
2 | CCCCOc1ccc(C(=O)NN2CCN(C)CC2)cc1 | 0% | 7% | -6% | 9% | 5% | -9% | -7%[59 µM] | -1% | 0%
3 | COC(=O)C1=CO[C@@H](O[C@@H]2O[C@H](CO)[C@@H](O)[C@H](O)[C@H]2O)[C@H]2[C@@H]1C(=O)C[C@@H]2C | 10% | 8% | 0% | 25% | 22% | x | 14%[2.33 µM] | -5% | x
4 | Cc1nc2cnc(N(C)C)nc2n(C2CC2)c1=O | -6%[60.1 µM] | x | x | x | 2% | x | 1%[0.501 µM] | x | 1%
5 | Cc1ccccc1Nc1nnc(SCc2cc([N+](=O)[O-])cc3c2OCOC3)s1 | -15% | -12% | -29% | -9% | u | 6% | u | -14% | -3%
6 | O=C(CSc1nnc(-c2ccccc2F)o1)NC(=O)Cc1ccccc1 | 2% | -12% | 2% | 2% | 29% | x | 2%[2.33 µM] | -23% | x
7 | CC(=O)N/C(=C\c1ccc(C)o1)C(=O)NCc1ccccc1 | -22% | -2% | -28% | 70%[activator] | 19% | 5% | 71µM* | 2% | -2%
8 | CCOC(=O)c1cnc2c(cnn2CC)c1NN=C(C)C | -8%[60.1 µM] | x | x | -2%[58.9 µM] | -10%&-4% | 14%[57.1 µM] | 30µM* | -2%[57.1 µM] | -1%
9 | O=C(Nc1cccc2ccccc12)ON=C1CCCCC1 | 1% | x | -24% | 30% | x | x | x | -4% | x
10 | O=C(CN1C(=O)COc2ccccc21)NCCC1=CCCCC1 | -3% | -3% | -6% | 3% | 3% | 6% | -34%[59 µM] | -11% | 1%
11 | Cc1sc2c(=O)n3c(nc2c1C(=O)NC1CCCCC1)CCCCC3 | -12% | -6% | 1%[11.4 µM] | 4% | 1% | 57% | -11%[2.33 µM] | -15% | 0%
12 | Cc1cccc(C(=O)OCC(=O)Nc2sc3c(c2C#N)CCC3)c1 | -16% | -6% | u | u | 3% | u | 22%[59 µM] | 5% | -10%
13 | Cc1nn2c(=O)cc(COC(=O)c3ccccc3NC(=O)C(C)C)nc2s1 | -3%[60.1 µM] | -14% | 9% | 13% | x | 0% | -3%[12.7 µM] | 79µM* | -2%
14 | CCN(CC)CCOc1c(C)cccc1Cl | -9% | 79µM* | -13% | 53%[activator] | -2% | -18% | -6% | -13% | -1%
15 | CC1(C)N([O-])C(c2cccs2)=C[N+]1=O | -2% | -2% | -25% | 7% | 1% | 27% | 7% | 3% | -1%
16 | Cc1cc(=O)oc2cc(OCCCN3C(=O)c4ccccc4C3=O)ccc12 | -9% | 6% | -30% | 4% | 0% | 3% | 1%[59 µM] | u | -10%
17 | COc1ccc(-n2nnnc2SCC(=O)NC(=O)Nc2ccc3c(c2)OCCO3)cc1 | -5% | -28% | -13% | 0% | -4% | 4% | 11%[59 µM] | -13% | -8%
18 | CCCc1cc(=O)oc2cc(C)cc(OCC(=O)NCCCN3CCOCC3)c12 | 8% | -3% | 4% | 21% | 2% | 18% | 6%[59 µM] | -5% | 3%
19 | C/C=C(\C)CN1CCC(Oc2cccc(C(=O)NCc3ccccn3)c2)CC1 | -11% | -13% | -10% | 25% | 44%[activator] | 4% | 3% | 0% | -3%
20 | CCc1nc(N2CCN(CC(=O)NCC3CCCO3)CC2)c(C#N)c2c1COC(C)(C)C2 (configuration not stated) | -6% | 50µM* | -1% | 1% | 4% | 32% | x | -13% | -2%
21 | COc1cc(-c2nnc(SCC(=O)N3c4ccccc4Sc4ccccc43)o2)cc(OC)c1OC | 0% | -1% | -24% | 7% | -1% | -2% | 21%[59 µM] | -14% | -3%
22 | CC(=NNC(=O)c1cccc(S(=O)(=O)N2CCOCC2)c1)c1ccccc1 | 17% | x | 1% | -6% | 9% | x | x | -15% | x
23 | CC(C)CNc1nc(=S)nc(N(C)C)[nH]1 | -3% | -4% | -6% | 8% | -3% | 6% | 0% | -16% | -1%
24 | O=C1CN(C(=O)CSc2nnc(Nc3ccccc3)s2)c2ccccc2N1 | -14% | -9% | -16% | 13% | 3% | -28% | u | -8% | 0%
25 | O=C1NC(=O)N(c2ccc(Cl)cc2)C(=O)/C1=C/c1ccc2c(c1)CCN2Cc1ccccc1Cl | 0% | x | -4% | 66%[activator] | x | x | x | 10% | x
26 | COCCCNC(=O)c1ccc(-n2c(-c3ccccc3)cc3c2CCCCC3)cc1 | -19% | -27% | -29% | 41%[activator] | x | 25% | u | -21% | -12%
27 | COc1ccc(C2N(c3ccc(Cl)cc3)C(=O)C3CCCN32)cc1 (configuration not stated) | 12% | -3% | -4% | 11% | 1% | -12% | -23% | -12% | 0%
28 | COc1ccccc1NC(=S)NC(C)C(c1cccs1)N1CCOCC1 (configuration not stated) | -20% | u | -22% | 32%[activator] | 4% | -1% | -9% | -18% | 0%
29 | CCOCCn1c(C(C)C)nc2ccccc21 | -17% | -22% | -1% | 27% | 2% | 5% | -5%[59 µM] | -6% | -3%
30 | O=C(Nc1ccccc1)Nc1nnc(COc2ccccc2F)s1 | -7% | -4% | -12% | 205%[activator] | 11% | -1% | x | -7% | -5%
31 | CN(C)S(=O)(=O)c1ccc(N2CCCC2)c(C(=O)NCC2CCCCC2)c1 | -13% | -22% | -15% | 6% | 11% | 39% | -5% | -5% | -2%
32 | COc1ccc(C2c3c(-c4ccc(F)cc4)n[nH]c3C(=O)N2c2ccccc2)cc1OC (configuration not stated) | 8% | -23% | -26% | 2% | x | u | -25%[59 µM] | -23% | -7%
33 | NC(=O)c1ccsc1NC(=O)CS(=O)(=O)c1ccc(Cl)cc1 | 12% | 2% | -3% | 8% | 88%[activator] | -12% | -4% | -12% | 2%
34 | CC1=CC2=NC(=O)/C(=C\c3cn(C)c4ccccc34)C(=N)N2O1 | -13% | 7% | -8% | -7% | -4% | 23% | 11% | -8% | -5%
35 | CC(=O)N1c2ccc(S(=O)(=O)N3CCC(C(=O)Nc4cccc(Cl)c4C)CC3)cc2CC1C (configuration not stated) | -9% | -36% | -18% | 15% | x | u | -24%[59 µM] | u | -1%
36 | CCn1c2ccccc2c2cc(NC(=O)CSc3nnnn3-c3ccccc3)ccc21 | -16% | -7% | -6% | -2% | 4% | 39% | 6%[59 µM] | -10% | 2%
37 | Cc1ccc(NC(=O)CSCc2n[nH]c(=O)[nH]2)c(Br)c1 | 5% | 2% | -7% | 73%[activator] | 1% | -1% | -4% | -13% | -6%
38 | Cc1ccn2cc(-c3cccc(S(=O)(=O)N4CCCC4)c3)nc2c1 | -3% | -22%[57.1 µM] | -19% | 39%[activator] | 14% | 4% | 1% | -16% | -1%
39 | c1ccc(-c2cc(-c3nn4c(-c5ccco5)nnc4s3)c3ccccc3n2)cc1 | u | -5% | u | u | u | -7% | u | u | -5%
40 | COc1ccc(C(CNC(=O)COc2ccc(-c3ccccc3)cc2)N2CCOCC2)cc1 (configuration not stated) | -3% | -1% | -6%[11.4 µM] | -15% | 11% | 2% | u | -16% | 7%
41 | CSc1cccc(NC(=O)CN(c2ccccc2)S(=O)(=O)N(C)C)c1 | -17%&-17% | 1% | u | u | -6% | 10µM* | 45%[activator][59 µM] | u | -16%&-10%
42 | CN(C)c1ccnc2sc(C(=O)NCc3ccccc3)c(N)c12 | -4% | u | -35% | 0% | -1% | 9% | u | 1% | -7%
43 | COc1cc(C(=O)NCCOc2ccc(C)c(C)c2)cc(OC)c1OC | -9% | 20% | -10% | -12% | -1% | 6% | -9%[0.501 µM] | -14% | 2%
44 | O=C(CSc1nnc(SCc2ccc(Cl)cc2)s1)N/N=C/c1ccc(C(=O)O)cc1 | -2% | -17% | -18% | 2% | 14% | 18% | x | -12% | -4%
45 | O=C(NC1CCCc2ccccc21)C1CCN(S(=O)(=O)c2cccc(C(F)(F)F)c2)CC1 (configuration not stated) | -27% | 3% | -18% | u | 2% | 1% | -9%[59 µM] | 2% | -2%

# By substructure: those above with a Cl atom
entry | Molecule | POLK inh | BAZ2B block | JMJD2A Tudor | Pol iota inh | APEX1 inh | POLB inh | G9a block | Pol eta inh | BLM helicase inh
14 | CCN(CC)CCOc1c(C)cccc1Cl | -9% | 79µM* | -13% | 53%[activator] | -2% | -18% | -6% | -13% | -1%
25 | O=C1NC(=O)N(c2ccc(Cl)cc2)C(=O)/C1=C/c1ccc2c(c1)CCN2Cc1ccccc1Cl | 0% | x | -4% | 66%[activator] | x | x | x | 10% | x
27 | COc1ccc(C2N(c3ccc(Cl)cc3)C(=O)C3CCCN32)cc1 (configuration not stated) | 12% | -3% | -4% | 11% | 1% | -12% | -23% | -12% | 0%
33 | NC(=O)c1ccsc1NC(=O)CS(=O)(=O)c1ccc(Cl)cc1 | 12% | 2% | -3% | 8% | 88%[activator] | -12% | -4% | -12% | 2%
35 | CC(=O)N1c2ccc(S(=O)(=O)N3CCC(C(=O)Nc4cccc(Cl)c4C)CC3)cc2CC1C (configuration not stated) | -9% | -36% | -18% | 15% | x | u | -24%[59 µM] | u | -1%
44 | O=C(CSc1nnc(SCc2ccc(Cl)cc2)s1)N/N=C/c1ccc(C(=O)O)cc1 | -2% | -17% | -18% | 2% | 14% | 18% | x | -12% | -4%

# High-throughput results (PubChem BioAssay)

# Only part of the results is shown (hit frequency here may not be typical).
